# Screening results: PubChem BioAssay, several laboratories
# 3CLpro inhibitor = SARS-CoV 3CLpro protease inhibition. recombinant SARS-CoV 3CLpro, quenched FRET peptide cleavage. inhibition, % at 6 µM. actives 0.14% (n = 290,000). AID 1706; in the data active means inhibition above about 12%
# Rv3671c protease = inhibitors of M. tuberculosis serine protease Rv3671c. inhibition, % at 5.96 µM. actives 0.048% (n = 320,000). AID 2606; in the data active means inhibition above about 38%;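 further: extracellular domain of Rv3671c used as enzyme; 0% = enzyme with DMSO and 100% = no enzyme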
# Target sequence (P9WHR9 whole entry, looked up, the tested form may be a part): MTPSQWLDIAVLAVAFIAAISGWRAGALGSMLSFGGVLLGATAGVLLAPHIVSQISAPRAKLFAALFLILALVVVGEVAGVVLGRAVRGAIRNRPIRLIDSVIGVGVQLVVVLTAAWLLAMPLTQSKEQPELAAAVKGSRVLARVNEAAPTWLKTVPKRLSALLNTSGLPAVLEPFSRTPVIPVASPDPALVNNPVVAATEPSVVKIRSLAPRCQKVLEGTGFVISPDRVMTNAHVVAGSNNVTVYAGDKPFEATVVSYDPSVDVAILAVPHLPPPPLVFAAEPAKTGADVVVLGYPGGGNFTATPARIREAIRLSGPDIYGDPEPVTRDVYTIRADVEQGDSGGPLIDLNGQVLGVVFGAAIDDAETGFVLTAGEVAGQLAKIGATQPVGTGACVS
# VHR inh abs = DUSP3 (human) phosphatase inhibition; inhibition, % at 13.3 µM; P51452; actives 0.52% (n = 290,000); recombinant VHR phosphatase, pNPP absorbance; in the data active means inhibition above about 50%; further: some compounds called inactive have numbers as strong as hits
# Target sequence (P51452 whole entry, looked up): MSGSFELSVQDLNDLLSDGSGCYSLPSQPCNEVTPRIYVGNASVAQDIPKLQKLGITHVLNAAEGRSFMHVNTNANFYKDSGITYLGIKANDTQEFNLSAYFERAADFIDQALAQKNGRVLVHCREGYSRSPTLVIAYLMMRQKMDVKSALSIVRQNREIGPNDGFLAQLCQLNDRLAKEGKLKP
# CCHFV vOTU inh = CCHFV vOTU protease inhibition. AID 651958. actives 0.55% (n = 370,000). Pep-AMC fluorescence. inhibition, % at 11.5 µM; in the data active means inhibition above about 30%; further: 0% = vehicle wells with enzyme and 100% = no enzyme wells
# SSB-PriA inh = blocks PriA binding to SSB C-terminal tail | AlphaScreen SSBct-PriA binding, biotinylated peptide | inhibition, % at 33 µM | actives 0.6% (n = 430,000) | AID 1272365; in the data active means inhibition mostly above about 37%, no sharp cut-off; inactive means mostly below about 20%;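 further: plate controls were negative control peptide for no effect and reference peptide for full effect; strong numbers were not always called active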
# MazEF act = activators of E. coli MazEF toxin-antitoxin RNase. actives 0.32% (n = 350,000). FAM/BHQ RNA-DNA oligo cleavage fluorescence, 5 h. P0AE70. AID 504720. activation, % at 20 µM; in the data active means activation above about 50%
# Target sequence (P0AE70 whole entry, looked up): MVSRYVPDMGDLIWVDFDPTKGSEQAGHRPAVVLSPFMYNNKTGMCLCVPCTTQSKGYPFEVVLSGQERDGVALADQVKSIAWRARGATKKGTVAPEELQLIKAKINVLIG
# PrPC surface inh = cell surface PrPC inhibition, primary TR-FRET screen; inhibition, % at 13.8 µM; TR-FRET read-out; P04156; AID 720596; actives 0.43% (n = 370,000); in the data active means inhibition above about 24%; further: 0% = median of the test wells and 100% = reference compound wells
# Vc quorum ag = quorum light induction in luxS cqsA deficient V. cholerae | activation, % at 18.7 µM | actives 0.16% (n = 350,000) | AID 588436 | V. cholerae BH1578 lux reporter, luminescence, 6 h; in the data active means activation mostly above about 9.7%, no sharp cut-off; further: not every result past the cut was called active; inactives centre near 0; reference of the scale not given here
# TcdB GH inh = blocks C. difficile toxin B glycohydrolase activity; AID 652162; TcdB glycohydrolase enzymatic assay, plate reader; P18177; actives 0.24% (n = 350,000); inhibition, % at 9.99 µM; in the data active means inhibition above about 10%
# Yp Topo-I inh = blocks Yersinia pestis topoisomerase I activity. Y. pestis Topo-I cleavage product accumulation, plate reader. activity, % at 10 µM. actives 0.064% (n = 360,000); in the data active means activity above about 50%, passing the limit was not always enough; further: inactives centre near 2
# * = called active by the depositor; i = inactive; · = no result given; & = joins results of further samples.
entry	molecule	3CLpro inhibitor	Rv3671c protease	VHR inh abs	CCHFV vOTU inh	SSB-PriA inh
1	O=C(c1ccccc1)N1CCCCC(S(=O)(=O)c2ccc3ccccc3c2)C1=O (stereo unspecified)	-3	1	-6	-8	5
2	O=C(CSc1ncnc2c1nnn2Cc1ccccc1)NC1CCCC1	-2	-1	15	7	3&-7
3	CC1CCN(Cc2nnnn2CCCC(=O)NCCc2cnn(C)c2)CC1	2	-1	-4	-18	-20
4	N#C/C(=C/c1ccc(Oc2ccc([N+](=O)[O-])cn2)cc1)C(=O)N1CCOCC1	-2	-6	-1	-7	-2
5	Oc1ccc(Br)cc1/C=N/n1c(C2CCCCC2)n[nH]c1=S	1	-3	2	15	·
6	CCCCOCCCNCc1cccn1CCN1CCOCC1	-4	6	32	11	-24
7	O=c1cc(CSc2nnc(C3CC3)n2Cc2ccccc2)nc2sccn12	3	6	15	-2	-10
8	CCOC(=O)c1ccc(CNS(=O)(=O)c2c(C)ccc3nsnc23)o1	-3	10	-1	26	-6
9	CCCC1=C(C(=O)OCC)C(c2ccco2)n2ncnc2N1 (stereo unspecified)	0	5	16	6	-1
10	COc1ccc(-c2[nH]ncc2CN2CCC(OCc3ccccn3)CC2)c(F)c1	-3	13	8	-7	-10

entry	MazEF act	PrPC surface inh	Vc quorum ag	TcdB GH inh	Yp Topo-I inh
1	-5	-8	i	·	22
2	10	-8	-0.2	0.2	5
3	-3	0	-0.4	0.6	-4
4	-15	-9	-1.0	2.1	-5
5	3	2	0.5	-2.1	2
6	4	-4	i	0.9	2
7	4	4	i	1.7	-3
8	-1	-28	·	·	-7
9	-2	4	-0.5	-0.1	-7
10	9	5	-0.5	0.8	10

# Random excerpt: 5 entries already listed.
entry	molecule	3CLpro inhibitor	Rv3671c protease	VHR inh abs	CCHFV vOTU inh	SSB-PriA inh
3	CC1CCN(Cc2nnnn2CCCC(=O)NCCc2cnn(C)c2)CC1	2	-1	-4	-18	-20
1	O=C(c1ccccc1)N1CCCCC(S(=O)(=O)c2ccc3ccccc3c2)C1=O (stereo unspecified)	-3	1	-6	-8	5
5	Oc1ccc(Br)cc1/C=N/n1c(C2CCCCC2)n[nH]c1=S	1	-3	2	15	·
4	N#C/C(=C/c1ccc(Oc2ccc([N+](=O)[O-])cn2)cc1)C(=O)N1CCOCC1	-2	-6	-1	-7	-2
7	O=c1cc(CSc2nnc(C3CC3)n2Cc2ccccc2)nc2sccn12	3	6	15	-2	-10

entry	MazEF act	PrPC surface inh	Vc quorum ag	TcdB GH inh	Yp Topo-I inh
3	-3	0	-0.4	0.6	-4
1	-5	-8	i	·	22
5	3	2	0.5	-2.1	2
4	-15	-9	-1.0	2.1	-5
7	4	4	i	1.7	-3

# Later entries:
entry	molecule	3CLpro inhibitor	Rv3671c protease	VHR inh abs	CCHFV vOTU inh	SSB-PriA inh
11	O=C1NC(=O)/C(=C/c2ccc(O)cc2)S1	1	-3	22	-1	-18
12	CCOc1ccccc1CN1CCN(Cc2nc3ccccc3s2)CC1CCO (stereo unspecified)	-5	1	4	4	-1
13	NS(=O)(=O)c1cccc(NC(=O)CN2CCN(S(=O)(=O)c3ccc4c(c3)OCCO4)CC2)c1	·	-3	·	0	-17
14	CCN1CCN(CCCNC(=O)c2ccc(NC(=O)C3=C(C)OCCS3)cc2)CC1	-1	-1	23	-6	-11
15	Cc1cc(Cl)c(S(=O)(=O)Nc2ccc(S(=O)(=O)N3CCOCC3)cc2)cc1OCC(N)=O	-1	6	8	-6	-11
16	COc1ccc(/C=C2\COc3ccccc3C2=O)c(OC)c1	10	-4	6	9	3
17	O=C(Nc1ccc(Br)cc1)N1CCCCCC1	2	2	36	15	-26
18	COc1ccccc1Nc1ncc(C(C)=O)c(C)n1	0	-2	32	5	0
19	CN(CCc1ccccn1)C(=O)c1ccc(OC(F)(F)F)cc1	3	-1	-15	-15	0
20	NC(=O)c1nsc(C(=O)N(c2cccc(F)c2)C(C(=O)NCc2ccccc2)c2ccc(O)cc2)c1N (stereo unspecified)	0	-16	10	-14	-2

entry	MazEF act	PrPC surface inh	Vc quorum ag	TcdB GH inh	Yp Topo-I inh
11	7	-14	i	27*	0
12	-9	-8	-6.7	-0.7	28
13	3	0	-2.0	1.8	-2
14	0	-4	i	0.9	-3
15	-3	2	i	1.2	-5
16	-1	0	2.2	1.5	16
17	-1	1	0.8	2.2	2
18	1	1	i	·	5
19	3	0	-0.3	-0.1	4
20	0	-5	4.1	1.0	0

# New compounds follow:
entry	molecule	3CLpro inhibitor	Rv3671c protease	VHR inh abs	CCHFV vOTU inh	SSB-PriA inh
21	CNC(=O)COC(=O)c1ccccc1Nc1ccccc1	1	2	10	10	-4
22	COc1cccc(Cn2c(=O)sc3ccccc3c2=O)c1	1	7	15	-2	-15
23	CN(CCO)c1ccc(C=NNc2ccc([N+](=O)[O-])cc2S(=O)(=O)Nc2ccccc2C(=O)O)cc1	·	9	·	19	40*
24	Cc1ccc(CN2C(=O)CCC2C(=O)NCCN2CCN(c3cccc(Cl)c3)CC2)cc1 (stereo unspecified)	-2	15	18	3	0
25	O=C(Nc1cccnc1)C1=NN(C2CCS(=O)(=O)C2)C(=O)CC1 (stereo unspecified)	1	-4	20	1	-13
26	CCOC(=O)c1sc2nc[nH]c(=O)c2c1C	1	-12	-8	-15	-17
27	Cc1cccc(N=C2C(=O)Nc3c(Cl)cccc32)c1	-5	-4	-22	-8	8
28	O=C(NCc1ccco1)C1Cc2cc(Cl)ccc2O1 (stereo unspecified)	-2	1	19	2	2
29	COc1ccc(CN2C(=O)c3ccccc3C2=O)cc1C(=O)O	2	1	-22	-10	-8
30	CC(C)(C)C(=O)c1cn(CC(=O)NCc2ccc3c(c2)OCO3)c2ccccc12	2	4	28	4	-8

entry	MazEF act	PrPC surface inh	Vc quorum ag	TcdB GH inh	Yp Topo-I inh
21	-23	-2	i	2.4	1
22	5	2	-0.4	2.5	20
23	-11	-10	i	-0.3	2
24	8	-6	-0.8	-0.2	33
25	4	6	-0.1	0.8	11
26	1	5	i	·	1
27	11	-4	-0.4	0.5	-15
28	15	-5	-0.6	1.0	-1
29	10	0	-0.8	4.2	-5
30	-2	-5	i	0.8	-8

# Continued, overlapping the part above by 4 compounds.
entry	molecule	3CLpro inhibitor	Rv3671c protease	VHR inh abs	CCHFV vOTU inh	SSB-PriA inh
27	Cc1cccc(N=C2C(=O)Nc3c(Cl)cccc32)c1	-5	-4	-22	-8	8
28	O=C(NCc1ccco1)C1Cc2cc(Cl)ccc2O1 (stereo unspecified)	-2	1	19	2	2
29	COc1ccc(CN2C(=O)c3ccccc3C2=O)cc1C(=O)O	2	1	-22	-10	-8
30	CC(C)(C)C(=O)c1cn(CC(=O)NCc2ccc3c(c2)OCO3)c2ccccc12	2	4	28	4	-8
31	CC(C)(Oc1ccc(Cl)cc1)C(=O)OCc1nc2ccsc2c(=O)[nH]1	·	5	·	-8	7
32	CCN(c1ccccc1)S(=O)(=O)c1ccc(NC(=O)C(C)(C)C)cc1	2	-4	33	11	0
33	COc1cccc2c1C(=O)c1c(O)c3c(c(O)c1C2=O)CC(O)(C(C)=O)CC3OC1CC(N(C)C)C(O)C(C)O1 (stereo unspecified)	·	·	·	-10	15
34	Cc1noc(C)c1C(=O)Nc1nc(-c2cc(F)ccc2F)cs1	·	·	·	-4	-4
35	CCOC(=O)C1CSC(CC(=O)Nc2ccc(OC(F)(F)F)cc2)C(=O)N1 (stereo unspecified)	1	5	14	-7	-8
36	Cc1nnc(SCCn2c(N3CCCCCC3)nc3c2c(=O)[nH]c(=O)n3C)s1	4	1	32	-2	-7
37	CC(=O)c1ccccc1OCc1ccc(C(=O)c2ccccc2)cc1	2	-2	11	13	-40
38	CCCCN(C(=O)c1ccc2c(c1)NC(=O)CS2)c1ccccc1	·	3	·	3	4
39	O=Cc1ccc(OC2OCCOC2Oc2ccc(C=O)cc2)cc1 (stereo unspecified)	8	8	-8	-22	2
40	COc1cccc(Nc2nc(-c3sc(N)nc3C)cs2)c1	2	-10	-8	16	24

entry	MazEF act	PrPC surface inh	Vc quorum ag	TcdB GH inh	Yp Topo-I inh
27	11	-4	-0.4	0.5	-15
28	15	-5	-0.6	1.0	-1
29	10	0	-0.8	4.2	-5
30	-2	-5	i	0.8	-8
31	-3	4	-1.2	1.1	6
32	24	-1	-0.1	·	2
33	-776	-20	17	-24	-37
34	-1	6	-1.7	3.7	10
35	7	4	0.7	-0.3	2
36	2	2	i	·	-2
37	-13	9	-2.3	-1.9	55*
38	-4	-6	i	2.2	22
39	-2	3	i	0.9	-1
40	1	0	4.8	4.6	2

# (further entries)
entry	molecule	3CLpro inhibitor	Rv3671c protease	VHR inh abs	CCHFV vOTU inh	SSB-PriA inh
41	COc1ccc(Cc2nnc(N/N=C/c3ccc(Br)cc3)[nH]c2=O)cc1OC	4	5	17	-9	·
42	O=C(NCc1ccccc1)C1=C[C@@H](C2CCCCC2)C[C@@H](OCc2ccc(CO)cc2)O1	6	-24	7	5	-7
43	CCOC(=O)CC(NC(=O)CCc1c(C)nc2ncnn2c1C)c1ccc(OC(C)C)cc1 (stereo unspecified)	-2	-1	7	2	6
44	Cc1c(NS(=O)(=O)c2cccs2)cccc1-c1nc2cccnc2s1	3	-9	13	3	-2
45	COc1ccccc1NS(=O)(=O)c1ccc(C)c(NC(=O)NC2CCCCC2)c1	7	-12	0	7	2
46	O=C(COC(=O)c1ccccc1Oc1ccccc1)NC1CC1	2	-2	36	10	-16
47	Cc1ccc(-c2nc3ncccc3o2)cc1NC(=O)c1cc2ccccc2o1	1	-2	15	6	-3
48	CCCCCCn1c(SCC(=O)OC)nc2c1c(=O)[nH]c(=O)n2C	-2	-1	24	-1	-9
49	COCCCNC(=S)N(CCCO)Cc1cc2cc3c(cc2[nH]c1=O)OCCO3	-1	-6	47	-21	-11
50	O=C(NC1CCCC1)C(c1ccccc1F)N(C(=O)c1csnn1)c1ccccc1 (stereo unspecified)	2	·	25	-4	-7

entry	MazEF act	PrPC surface inh	Vc quorum ag	TcdB GH inh	Yp Topo-I inh
41	49	0	i	0.8	4
42	-9	-6	i	-0.8&0.8	5
43	0	2	-0.4	-1.5	-4
44	10	-1	-0.1	-0.5	-9
45	-5	8	i	·	-3
46	4	-6	-0.4	·	-2
47	26	4	3.6	·	4
48	10	1	-1.2	0.1	1
49	5	-6	0.7	1.2	3
50	8	0	-0.2	-0.5	6

# Further structures follow.
entry	molecule	3CLpro inhibitor	Rv3671c protease	VHR inh abs	CCHFV vOTU inh	SSB-PriA inh
51	CCn1cc(C(=O)OCC(=O)NCc2ccc3c(c2)OCO3)c(=O)c2ccc(C)nc21	0	3	22	6	4
52	O=C(CN1CCN(c2ccc(F)cc2)CC1)Nc1cc(C(F)(F)F)ccc1Cl	-2	-1	10	4	-7
53	O=C(O)C1C2C=CC(C3CC23)C1C(=O)N1CCc2ccccc21 (stereo unspecified)	2	8	14	24	16
54	C[C@@H]1CN([C@@H](C)CO)C(=O)CCCn2nncc2CO[C@H]1CN(C)S(=O)(=O)c1cccs1	·	·	·	-4	·
55	CC(=O)Nc1nc(-c2ccccc2)cc(-c2ccco2)c1C#N	·	-2	·	-159	-16
56	Cc1cc(NC(=O)CSc2nc(-c3ccc(Cl)cc3)cs2)no1	0	-4	18	4	-10

entry	MazEF act	PrPC surface inh	Vc quorum ag	TcdB GH inh	Yp Topo-I inh
51	-2	-2	0.3	·	7
52	1	-8	25*	·	-15
53	-2	10	i	·	6
54	4	3	1.8	1.7&-0.2	4
55	4	-18	-1.4	-1.9	11
56	77*	4	i	-1.2	15

# The list is partial; count on the stated rates, not on these rows.
